# AmpC detergent: blocks E. coli AmpC beta-lactamase in detergent assay | AmpC hydrolysis of nitrocefin, absorbance 480 nm, 0.01% Triton | Potency, µM (titrated, usually from 114 µM), for the others: at the top dose activity change, negative = inhibition, hits mostly inhibitors | actives 0.041% (n = 370,000) | AID 485294;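 further: potency means the concentration at half of the fitted maximal effect; 0% = no-compound wells and -100% = no-enzyme wells; nearly all actives have a fitted effect of over 25% in size; some results filed as inactive show a strong effect at the top dose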
# Target sequence (P00811 whole entry, looked up): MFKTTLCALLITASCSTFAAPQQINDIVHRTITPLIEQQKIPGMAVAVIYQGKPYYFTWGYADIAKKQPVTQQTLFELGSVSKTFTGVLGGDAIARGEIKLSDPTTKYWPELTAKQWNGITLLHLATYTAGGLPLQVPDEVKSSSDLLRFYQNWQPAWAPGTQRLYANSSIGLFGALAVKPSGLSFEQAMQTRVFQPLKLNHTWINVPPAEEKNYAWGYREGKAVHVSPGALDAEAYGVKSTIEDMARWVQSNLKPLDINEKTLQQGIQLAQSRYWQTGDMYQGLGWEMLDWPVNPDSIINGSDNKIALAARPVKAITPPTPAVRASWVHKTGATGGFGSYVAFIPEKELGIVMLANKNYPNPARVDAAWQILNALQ
#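 AmpC (5.3 nM in the dispensed reagent) in 20 mM phosphate pH 7.0 with 0.01% (detergent screen) or 0.0001% Triton X-100 was preincubated with compounds for 15 min at room temperature. Nitrocefin was then added from an 800 uM solution, and hydrolysis was followed at 480 nm.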
# TbPYK inhibitor: T. brucei pyruvate kinase inhibition | Potency, µM (top dose mostly 76.8 µM), inactives show at the highest dose activity, negative = inhibition, usual class: inhibitors | AID 624173 | actives 0.12% (n = 410,000) | Q57TT1 | TbPYK enzyme, Kinase-Glo Plus ATP luminescence, 45 min; further: potency means the concentration at half of the fitted maximal effect; nearly all actives have a fitted effect of over 50% in size
#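 Activity of T. brucei pyruvate kinase was followed by Kinase-Glo Plus luminescence after the enzyme reacted 45 min at room temperature with 130 uM ADP (final) and substrate. Test compounds were added before ADP at multiple concentrations.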
# HCMV antiviral: blocks human cytomegalovirus replication; actives 4.5% (n = 410,000); HFF cells, HCMV-luciferase reporter, 72 h; active compounds read low; activity change, negative = inhibition, % at 57.5 µM; in the data active means activity change below about -60%; inconclusive means no clear call, values can overlap the other calls; inactive means above about -39%
#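 Cell-based, HFFs, 1000 cells/well, 16 h 37C; cpds in DMSO + HCMV-luc, MOI 1 PFU/cell; 72 h 37C; OneGlo luminescence after 5 min RT; norm. to buffer vs Salinomycin 10uM.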
# HCV inh: inhibitors of hepatitis C virus infection | Potency, µM (top dose mostly 41.8 µM), inactives show top-dose activity change, negative = inhibition, actives largely listed as inhibitors | actives 3.4% (n = 340,000) | Huh7.5.1 HCVcc-Cre infection, luciferase reporter, 44 h; further: potency means the concentration at half of the fitted maximal effect
#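 Reporter virus HCVcc-Cre (~0.5 moi) infects cells exposed to compound; seeding density 1,000 cells/well with 4 h settling beforehand. Luminescence, 15 sec read, taken 44 h post-infection following a 15 min RT substrate incubation.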
# AMA1 RON2 block: disrupts binding of P. falciparum AMA1 to RON2; AlphaScreen AMA1-biotinylated RON2 peptide binding; AID 720542; Potency, µM (top dose mostly 58.2 µM), for inactives: at the highest dose activity change, negative = inhibition, most hits filed as inhibitors; actives 0.2% (n = 360,000);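 further: potency means the concentration at half of the fitted maximal effect; 0% = vehicle wells and -100% = peptide control; nearly all actives have a fitted effect of over 45% in size; some results filed as inactive show a strong effect at the top dose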
#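 AMA1 (3D7) with his tag at 25 nM final met compounds first, then biotinylated RON2 peptide at 25 nM; detection used donor plus acceptor beads, 10 µg/mL apiece, read by AlphaScreen after 30 min at room temperature.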
# AmpC no deterg: blocks E. coli AmpC beta-lactamase in detergent-free assay; P00811; Potency, µM (series often up to 57.1 µM), inactives show top-dose activity change, negative = inhibition, most hits filed as inhibitors; AmpC nitrocefin hydrolysis, absorbance 480 nm, 0.0001% Triton; actives 0.52% (n = 330,000);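 further: potency means the concentration at half of the fitted maximal effect; plate controls were no compound for no effect and no enzyme for full effect; nearly all actives have a fitted effect of over 20% in size; some results filed as inactive show a strong effect at the top dose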
#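 20 mM phosphate pH 7.0 + 0.01% (detergent screen) or 0.0001% Triton X-100; 5.3 nM AmpC reagent; cpd preinc 15 min RT; nitrocefin (800 uM stock) to start; A480 q20 s × 4 min; Activity was normalised to no-enzyme and no-compound control wells.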
# LmPK inhibitor: LmPK (Leishmania mexicana) enzyme inhibition. Q27686. purified LmPK, Kinase-Glo ATP luminescence, 1 h. Potency, µM (doses to about 57.5 µM), for inactives: at the top dose activity change, negative = inhibition, hits mostly inhibitors. actives 0.37% (n = 290,000). AID 1721; further: potency means the concentration at half of the fitted maximal effect
# Target sequence (Q27686 whole entry, looked up): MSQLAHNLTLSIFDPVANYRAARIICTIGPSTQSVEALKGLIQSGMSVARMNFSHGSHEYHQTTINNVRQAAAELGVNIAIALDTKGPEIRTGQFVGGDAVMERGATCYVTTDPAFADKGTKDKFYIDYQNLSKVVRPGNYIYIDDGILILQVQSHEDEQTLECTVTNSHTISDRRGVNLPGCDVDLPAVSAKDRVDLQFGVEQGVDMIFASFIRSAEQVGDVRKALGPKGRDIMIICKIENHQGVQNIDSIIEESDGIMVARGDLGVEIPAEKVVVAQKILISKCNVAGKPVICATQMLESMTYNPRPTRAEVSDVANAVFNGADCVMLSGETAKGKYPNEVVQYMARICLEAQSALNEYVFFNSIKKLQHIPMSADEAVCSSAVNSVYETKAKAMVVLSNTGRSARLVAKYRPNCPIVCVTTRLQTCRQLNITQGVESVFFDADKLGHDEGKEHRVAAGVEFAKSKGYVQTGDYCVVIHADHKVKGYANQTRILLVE
#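 ATP generated from ADP (0.1 mM) and PEP (0.5 mM) by 0.1 nM LmPK over 1 h at room temperature (pH 7.2 imidazole buffer) was detected by coupled luciferase luminescence. Values were normalized to uninhibited and no-enzyme wells.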
# * hit, by the source's call; ? = inconclusive; . = no result given; [ ] = another dose, or the depositor's remark. Unless noted, the call rests on the fitted dose curve; in most records, active means well fitted curve in the direction sought with a large enough effect; inconclusive means small, poorly fitted or top-dose-only effect, or another doubt; inactive means no such curve, though single readings can be large; an effect the other way counts as inactive or inconclusive. Unless noted, on the % scale 0 is the no-effect control and ±100 the full control effect.
# Under each structure – AmpC detergent	TbPYK inhibitor	HCMV antiviral	HCV inh	AMA1 RON2 block	AmpC no deterg	LmPK inhibitor
COc1ccc(C2CC(c3ccccc3)Nc3nc(N)nn32)cc1 (stereo not drawn)
→ -21%	1%	0	8%	2%	3%	3%
COc1cc(Nc2c3c(nc4ccccc24)CCCC3)cc(OC)c1OC
→ -6%	0%	-36	-21%	-7%	-15%	6%
COc1ccc(OC)c(-c2nc(C(=O)NC3CCN(Cc4ccccc4)CC3)cc3c2[nH]c2ccccc23)c1
→ -8%	2%	25	6.3µM*	?	108%[activator]	-7%
Cc1ccc(-c2csc(N(C)C(=O)c3c(C)nn(-c4ccccc4)c3Cl)n2)cc1
→ 3%	4%	-35	-24%	-2%	?	3%
Cc1cccc(Cn2c(C(C)(C)C)cc3cccnc32)c1
→ 2%	0%	-26	?	-4%	0%	1%
O=C(Nc1nccs1)c1cc(N2CCOCC2)nc2ccccc12
→ -4%	1%	28	28%	13%	14%	7%
COc1cccc(NC(=O)Cn2c(=O)n(-c3ccc(Cl)cc3)c(=O)c3sc4ccccc4c32)c1
→ 8%	5%	-17	.	.	.	.
CCOC(=O)C1CCN(C(=O)Cc2cccs2)CC1
→ 1%	-6%	5	9%	0%	-9%	6%
Cc1ncoc1C(=O)Nc1ccc2c(c1)OCCO2
→ ?	-29%	61	23%	4%	-22%	16µM*
CCc1nc2c(OCC(=O)C(C)(C)C)cccn2c1N(C)C(=O)c1ccco1
→ .	-1%	4	.	1%	.	.
O=C(O)Cc1ccc(S(=O)(=O)Nc2ccccc2C(=O)O)cc1
→ 0%	-3%	-20	21%	5%	-24%	10%
COc1ccc(C(C(=O)NC2CCCCC2)N(C(=O)CCl)c2cccc(Cl)c2)cc1 (stereo not drawn)
→ -3%	-2%	-99*	1.6µM*	-9%	21%	0%
COc1ccc(Nc2cc(C)nc3ncnn23)cc1
→ .	-2%	99	-5%	-9%	.	.
COc1ccc(S(=O)(=O)N(CC(=O)N2CCN(C)CC2)c2ccc(C)cc2)cc1OC
→ -15%	0%	27	18%	1%	31%	-4%
COc1cc(C(=O)Nc2ccc(-c3nnc(-c4ccco4)o3)cc2)cc(OC)c1OC
→ -1%	7%	33	?	-1%	115%[activator]	-2%
CCCc1ccc(OCc2ccc(C(=O)N/N=C/c3cccc([N+](=O)[O-])c3)o2)c(OC)c1
→ -7%	3%	-68*	-26%	6%	10%	4%
CC(=O)Cc1c(C(=O)O)c(C)nn1-c1ccccc1
→ ?	2%	-35	11%	9%	-15%	-12%
Cc1nc(NCCCn2ccnc2)c2ccccc2n1
→ -14%	-5%	-8	-9%	-1%	-14%	4%
CSc1ccc(Cn2nnc(C(=O)Nc3ccc(C)cc3Cl)c2N)cc1
→ -9%	0%	-78*	.	.	.	.
O=C(Cc1c(F)cccc1Cl)NNC(=O)c1cccs1
→ .	1%	-39	-4%	40%[activator]	-24%	.
CCOc1ccc(S(=O)(=O)NCCc2sc(-c3ccc(C)cc3)nc2C)cc1
→ 8%	-2%	?	.	.	.	.
CCOC(=O)c1ccc(NC(=O)c2c(NCc3cccs3)sc3c2CCCC3)cc1
→ 0%	-7%	-8	.	.	.	.
Cc1c(CCO)c(=O)[nH]n1S(=O)(=O)c1ccc(Cl)cc1Cl
→ 5%	-4%	-16	6%	-6%	14%	-5%
CCOC(=O)c1nc(C)n(-c2cc(Cl)ccc2Cl)n1
→ ?	-6%	12	14%	1%	-10%	1%
CS(=O)(=O)N1CCC(Oc2ccccc2C(=O)NC2CCCCCC2)CC1
→ 2%	3%	3	12%	8%	60%	3%
COc1ccccc1CNC(=S)Nc1ccc(S(N)(=O)=O)cc1
→ -1%	-15%	.	?	0%	-28%	0%
COc1cc(/C=N/Nc2ccc(Cl)c(C(=O)O)c2)ccc1OC(=O)c1ccc(F)cc1
→ -6%	-15%	25	14%	2%	-24%	-3%
COc1ccc(NC(=O)c2cc(-c3cc(F)ccc3OCC3CCCO3)n[nH]2)cc1OC (stereo not drawn)
→ .	-3%	-1	.	0%	.	.
O=c1c2ccccc2c(C=NCc2ccccn2)c(O)n1-c1ccccc1Cl
→ 5%	-6%	-4	3%	55%[activator]	46%	4%
O=C1CC(Cc2ccc(Cl)cc2)C(=O)N1c1ccncc1 (stereo not drawn)
→ -4%	3%	46	13%	4%	-30%	1%
O=C(CCc1ccccc1)Nc1cc(NC(=O)CCc2ccccc2)cc(C(=O)O)c1
→ -6%	-5%	-27	4%	-16%	-27%	2%
CCOC(=O)N1CCC(NC(=O)c2c(C)nn(-c3ccc(C)cc3)c2-n2cccc2)CC1
→ -4%	1%	-16	.	.	.	.
CCCn1c(N)c(C(=O)CSc2nnnn2-c2ccc(O)cc2)c(=O)n(C)c1=O
→ 3%	-13%	-10	?	-2%	-22%	-2%
C=C(C)CSc1nnc(-c2ccc(C)cc2)n1N
→ -2%	.	-9	-7%	-4%	-9%	-5%
Cc1cc(C)cc(NC(=O)C2CCN(C(=O)c3cccs3)CC2)c1
→ 4%	-9%	19	1%	-11%	25%	-4%
Cc1ccc(Cl)cc1N1CCN(C(=O)c2sc3nc4n(c(=O)c3c2C)CCC4)CC1
→ 24%	-2%	-4	.	.	.	.
O=C1CC(SC(=NCc2ccc3c(c2)OCO3)Nc2ccccc2)C(=O)N1 (stereo not drawn)
→ -9%	-3%	-13	?	-4%	30%	0%
Cc1cccc(NC(=O)CCc2c(C)nc3nc(CNC(=O)c4cccc(F)c4)nn3c2C)c1
→ 15%	-2%	-7	.	.	.	.
CCC(=O)N1CCc2cc(S(=O)(=O)CCC(=O)Nc3ccc(F)c(F)c3)ccc21
→ -8%	-10%	0	20%	-15%	-1%	6%
CCC(c1nc2ccccc2c(=O)n1CCCn1ccnc1)N1C(=O)c2ccccc2C1=O (stereo not drawn)
→ -12%	7%	-9	3%	-18%	85%[activator]	-1%
CCOC(=O)C(O)(c1ccc(N=c2ccccn2C)cc1)C(F)(F)F (stereo not drawn)
→ 1%	-4%	29	-7%	-1%	0%	-4%
CCC(C)NC(=O)CSc1nc(-c2cccs2)cc(C(F)(F)F)n1 (stereo not drawn)
→ -1%	2%	?	4.5µM*	-6%	5%	11%
COc1cccc(CN2CCNC(=O)C2CC(=O)N(C)CCC2CCOCC2)c1OC (stereo not drawn)
→ 3%	8%	21	.	-5%	50%	-4%
CC(C)NC(=O)Nc1ccc2c(c1)C(=O)N([C@H](C)CO)C[C@H](C)[C@@H](CN(C)S(=O)(=O)c1ccc(F)cc1)O2
→ .	-2%	-9	23%	5%	184%[activator]	.
Cc1ccc(S(=O)(=O)c2cc3cc(Br)ccc3oc2=O)cc1
→ -2%	2%	-40	42%[activator]	-14%	-15%	5%
Cc1c(C(=O)NCc2ccccc2)oc2c1-c1[nH]ncc1CC2
→ 16%	-5%	81	.	.	.	.
CC[C@@H]1C=C(C(=O)O)[C@H](c2ccc3c(c2)OCO3)N1S(=O)(=O)c1ccc(C)cc1
→ .	1%	36	32µM*	3%	-12%	.
Cc1ccnc(NC(=O)COC(=O)C2COc3ccccc3O2)n1 (stereo not drawn)
→ 1%	1%	16	-2%	21%	-3%	0%
Cc1c(CN2CC[C@@H](N3CCN(c4ccccn4)CC3)[C@H](O)C2)[nH]c2ccc(F)cc12
→ -12%	0%	-33	-29%	-4%	121%[activator]	-1%
Cn1c(=O)c2c(n3c4ccccc4nc13)NC(=O)CC2c1cccc(F)c1 (stereo not drawn)
→ 8%	-14%	10	.	.	.	.
CCc1ccc(NC(=O)Nc2cccc(OC)c2)cc1
→ -11%	5%	?	?	14%	-16%	-1%
CC(=O)c1c(C)nc2ccc(Cl)cn12
→ 0%	-10%	?	3%	-11%	-4%	-4%
O=C(NCc1ccccc1)c1ccc(=O)[nH]n1
→ ?	0%	5	-11%	-3%	-6%	3%
O=C(NCC1CCCN1S(=O)(=O)c1cccs1)c1ccccc1F (stereo not drawn)
→ ?	-2%	?	-16%	9%	-5%	.
CN(CC(=O)Nc1ccc(Cl)cc1)C(=O)CCc1ccccc1
→ -1%	13%	4	3%	-2%	-5%	-2%
Cc1cccc(-n2c(N)c(C(=O)N3CCN(C)CC3)sc2=S)c1
→ -28%	?	-15	-16%	-2%	-4%	3%
CC(C)CNC(=O)N1CCN(S(=O)(=O)c2ccc3c(ccn3C)c2)CC1
→ 17%	-1%	12	.	.	.	.
N#Cc1ccccc1Cn1c(=O)n(-c2ccccc2)c(=O)c2c3c(sc21)CCC3
→ 21%	1%	16	.	.	.	.
CCCC(=O)N1CC2(C)CN(C(=O)CCC)CC(CCC)(C1)C2=O
→ 1%	-4%	9	11%	7%	.	-4%
CCCCNC(=O)C1(C)CCCCCN1Cc1cccc2c(OC)cc(C(=O)OCC)cc12 (stereo not drawn)
→ .	0%	15	.	-4%	.	.

# Continued.
# Under each structure – AmpC detergent	TbPYK inhibitor	HCMV antiviral	HCV inh	AMA1 RON2 block	AmpC no deterg	LmPK inhibitor
COc1cc(/C=N/NC(N)=S)ccc1OCc1ccc(C)cc1
→ -6%	1%	?	?	55%[activator]	-52%	6%
O=C(c1ccc(OC2CCN(C/C=C/c3ccccc3)CC2)cc1)N1CCCCC1
→ 1%	6%	20	3%	-7%	135%[activator]	-13%
O=C(c1ccccc1)N1N=C(c2ccccc2O)CC1c1ccc(Br)cc1 (stereo not drawn)
→ 6%	0%	-36	-10%	0%	-33%	8%
CC1=NN(c2ccccc2)C(=O)C1C(=O)C(=O)Nc1ccc(F)cc1 (stereo not drawn)
→ 4%	-5%	53	-22%	-6%	-17%	-2%
O=C(c1cc2cc(F)ccc2[nH]1)N1CCN(c2cccc(Cl)c2)CC1
→ 7%	-13%	48	7%	0%	-17%	2%

# Four entries drawn at random from those above:
# Under each structure – AmpC detergent	TbPYK inhibitor	HCMV antiviral	HCV inh	AMA1 RON2 block	AmpC no deterg	LmPK inhibitor
COc1cc(/C=N/Nc2ccc(Cl)c(C(=O)O)c2)ccc1OC(=O)c1ccc(F)cc1
→ -6%	-15%	25	14%	2%	-24%	-3%
COc1ccc(NC(=O)c2cc(-c3cc(F)ccc3OCC3CCCO3)n[nH]2)cc1OC (stereo not drawn)
→ .	-3%	-1	.	0%	.	.
CC1=NN(c2ccccc2)C(=O)C1C(=O)C(=O)Nc1ccc(F)cc1 (stereo not drawn)
→ 4%	-5%	53	-22%	-6%	-17%	-2%
CCOc1ccc(S(=O)(=O)NCCc2sc(-c3ccc(C)cc3)nc2C)cc1
→ 8%	-2%	?	.	.	.	.

# Compounds as they come; about 7.5% have a hit in one of these screens.
